EBV LMP1 NFkB = Epstein-Barr LMP1 NF-kappaB reporter inhibition | hit rate 0.69% among 350,000 | LMP1-induced NF-kappaB luciferase reporter cells, luminescence | AID 504558 | inhibition, % at 12.5 µM; in the data active = inhibition above about 41%;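 note: 0% = neutral control wells and 100% = reference inhibitor control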
NCOA3 inh = human NCOA3 inhibition | Q9Y6Q9 | HEK293 GAL4-SRC3 luciferase reporter, luminescence | inhibition, % at 3.6 µM | hit rate 0.17% among 360,000 | AID 588352;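 active = inhibition above a per-campaign cutoff, the mean of all compounds plus 3 SD, cut at about 60% in these data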;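 note: 0% = DMSO-treated cells and 100% = gossypol-treated cells at 36 µM; higher means less SRC3-driven luciferase light from the GAL4 reporter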
NCOA2 inhibitor = inhibits human steroid receptor coactivator 2; hit rate 0.17% among 370,000; inhibition, % at 9 µM; HEK293 GAL4-SRC2 luciferase reporter, luminescence; Q15596;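 active = inhibition above the mean inhibition of all tested compounds plus 3 SD, set per campaign, cut at about 52% in these data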;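 note: 0% = DMSO treated cells and 100% = cells given Gossypol at 36 µM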
LRH-1 inv ag = NR5A2 inverse agonism in reporter assay. O00482. HEK293T StAR-luciferase reporter, LRH-1 transfected, 24 h. inhibition, % at 3.6 µM. hit rate 0.13% among 360,000. AID 602396;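 active = inhibition above the mean inhibition of all tested compounds plus 3 SD, cut at about 73% in these data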;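 note: 0% = DMSO wells and 100% = reporter-only cells lacking LRH-1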
SRC1 inh = inhibitors of human steroid receptor coactivator 1 (SRC1); Q15788; HEK293 GAL4-SRC1 luciferase reporter, luminescence; inhibition, % at 3.6 µM; hit rate 0.12% among 360,000; AID 588354;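 active = inhibition above the campaign mean plus 3 SD, with each screening campaign given its own cutoff, cut at about 60% in these data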;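 note: 0% = DMSO treated cells and 100% = gossypol at 36 µM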
NOD2-RIPK2 inh = NOD2-RIPK2 protein interaction inhibition | O43353 | inhibition, % at 4.98 µM | hit rate 0.38% among 360,000 | CHO BLA complementation NOD2-RIPK2, CCF4 ratio; in the data active = inhibition above about 21%;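 note: 0% = vehicle only and 100% = reference blocker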
COUP-TFII inh = NR2F2 (human) inhibition, primary screen | P24468 | hit rate 0.7% among 370,000 | inhibition, % at 8.6 µM | HEK293T NGFI-A luciferase reporter, luminescence | AID 686940;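 active = inhibition above a per-plate cutoff, mean inhibition of test wells between control levels plus 3 SD, cut at about 38% in these data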;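 note: cells cotransfected with COUP-TFII expression vector driving the NGFI-A reporter; 0% = median of COUP-TF2 test wells and 100% = reporter-only cells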
TROY signal inh = blocks TROY-dependent signaling in reporter cells; inhibition, % at 10 µM; hit rate 0.98% among 360,000; Q293 LMP1-TROYcd NF-kB luciferase reporter, 4 h; AID 1347056;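 active = compounds whose plate-normalised and pattern-corrected inhibition of the luciferase reporter signal at the single screening dose is 50% or more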
TLR9-MyD88 block = TLR9-MyD88 interaction inhibition; Q9NR96+Q99836; AID 504734; inhibition, % at 4.98 µM; hit rate 0.21% among 340,000; CHO BLA complementation TLR9-MyD88, CCF4 FRET ratio;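 active = inhibition above the mean over all tested compounds plus 3 SD, cut at about 21% in these data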;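 note: 0% = DMSO only wells and 100% = clavulanate BLA inhibitor control wells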
TWEAK-Fn14 inh = blocks TWEAK-Fn14 interaction in a reporter cell assay | TWEAK-stimulated Fn14 reporter cells, luciferase luminescence, 8 h | inhibition, % at 10 µM | hit rate 2% among 360,000; in the data active = inhibition above about 50%
TRAIL sens C8 = sensitizes caspase-8 expressing cells to TRAIL; NB7+C8 cells + TRAIL, ATPlite viability luminescence; inhibition (viability loss, TRAIL sensitization), % at 10 µM; hit rate 1% among 360,000;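 active = compounds causing at least 50% loss of cell viability in the single-dose screen, relative to plate controls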
The depositor's hits bear a star; . = not tested or not shown. The list is partial; rates above refer to the full screens.

SMILES	EBV LMP1 NFkB	NCOA3 inh	NCOA2 inhibitor	LRH-1 inv ag	SRC1 inh	NOD2-RIPK2 inh	COUP-TFII inh	TROY signal inh	TLR9-MyD88 block	TWEAK-Fn14 inh	TRAIL sens C8
Cc1cc(Cl)ccc1OCCCC(N)=O	-4.9	-3.6	6.5	-2.6	0.1	-9.9	-2.7	-3.2	-1.8	2.6	11.6
O=C(NCc1cccs1)c1cc(-c2cccc(Cl)c2)on1	-35.6	-24.1	-22.9	-14.1	-48.5	-7.4	-28.3	-98.2	2.9	-23.9	-2.8
Cc1csc(=O)n1CC(=O)Nc1ccc(C(C)C)cc1	-23.6	-31.8	-41.6	-59.9	-34.0	1.8	-7.1	-68.9	-5.3	-15.7	2.7
Cc1ccc(O)c(Nc2nc(-c3ccccc3)nc3ccccc23)c1	7.3	-6.1	11.1	12.1	4.6	3.6	-2.9	-0.1	-8.7	2.9	-16.9
O=C(CS(=O)(=O)c1c[nH]c2ccccc12)NC1CCCCC1	-6.7	11.2	-12.4	17.0	8.5	-2.1	-5.8	-1.2	5.5	17.0	4.1
CN(C)CCO/N=C(\c1ccc(Br)cc1)c1cccnc1	4.2	14.0	16.8	1.0	20.6	14.5	-20.1	6.1	-5.6	-7.1	6.9
O=C(COC(=O)COc1ccccc1)NC1CCCc2ccccc21 (centres undefined)	3.1	18.6	-51.0	-20.0	9.6	-17.8	1.5	9.4	-0.2	-8.4	-7.5
CCOC(=O)c1[nH]c2ccccc2c1NC(=O)c1ccc2c(c1)OCO2	0.4	-13.9	2.4	11.4	9.5	-12.4	-9.3	-26.6	-8.3	-10.8	-12.1
CCC1=C(OC(=O)N(CC)CC)N2C(=O)OC(=NCC3CC3)[C@]2(C)[C@H]2C1=CC[C@H]1C(=O)N(C)C(=O)[C@H]12	-5.4	3.9	-8.7	14.4	-5.3	0.0	-6.4	9.8	-8.7	12.9	-9.5
CC(Cl)C(=O)Nc1cc(C(C)(C)C)nn1-c1ccccc1 (centres undefined)	24.3	-9.5	3.2	4.6	-2.4	-0.5	-6.2	1.0	-2.8	6.8	-7.2
Cc1ccc(Sc2ccncc2S(N)(=O)=O)cc1	-13.1	13.1	-7.6	6.2	1.5	-11.1	12.8	10.4	-0.9	1.7	-4.7
CCOc1ccc(CNc2ccc3c(c2)ncn3C)cc1	-16.2	-36.1	0.8	-21.3	-50.7	-7.6	-0.6	-2.9	2.7	-21.1	-8.0

Sorted by formula weight (low to high): three of the compounds above.
SMILES	EBV LMP1 NFkB	NCOA3 inh	NCOA2 inhibitor	LRH-1 inv ag	SRC1 inh	NOD2-RIPK2 inh	COUP-TFII inh	TROY signal inh	TLR9-MyD88 block	TWEAK-Fn14 inh	TRAIL sens C8
Cc1ccc(Sc2ccncc2S(N)(=O)=O)cc1	-13.1	13.1	-7.6	6.2	1.5	-11.1	12.8	10.4	-0.9	1.7	-4.7
CC(Cl)C(=O)Nc1cc(C(C)(C)C)nn1-c1ccccc1 (centres undefined)	24.3	-9.5	3.2	4.6	-2.4	-0.5	-6.2	1.0	-2.8	6.8	-7.2
Cc1ccc(O)c(Nc2nc(-c3ccccc3)nc3ccccc23)c1	7.3	-6.1	11.1	12.1	4.6	3.6	-2.9	-0.1	-8.7	2.9	-16.9

Additional records.
SMILES	EBV LMP1 NFkB	NCOA3 inh	NCOA2 inhibitor	LRH-1 inv ag	SRC1 inh	NOD2-RIPK2 inh	COUP-TFII inh	TROY signal inh	TLR9-MyD88 block	TWEAK-Fn14 inh	TRAIL sens C8
CCn1c(SCC(=O)N2CCCc3ccccc32)nnc1-c1ccoc1C	-1.8	-16.9	-1.2	-3.7	13.5	7.6	7.3	6.8	-2.6	8.1	-6.4
Cc1cc(C)nc(Nc2ncc(O)n2-c2ccccc2)n1	-6.8	5.2	23.7	-10.5	13.3	2.2	5.3	0.1	-7.7	-2.4	3.4
C[C@H](NC(=O)c1ccc(Cl)cc1)C(=O)OCn1nnc2ccccc2c1=O	4.0	14.7	-13.3	5.2	2.5	-12.1	-5.2	-20.4	-6.2	5.3	7.6
COC(=O)C1=CN(C2CC2)C=C(C(=O)OC)C1c1ccc(C(F)(F)F)cc1	-4.9	13.4	-3.2	-24.9	0.3	-4.9	7.7	-21.9	-3.1	-9.8	6.4
CC1(c2cccc3ccccc23)OC(=O)c2ccccc21 (centres undefined)	-12.5	19.6	-29.7	20.4	-6.2	-7.1	-0.8	-16.5	-6.9	-2.9	-25.9
Cc1csc(NC(=O)CSc2nnc(NC(=O)C3CC(=O)N(c4ccccc4)C3)s2)n1 (centres undefined)	0.8	14.1	14.2	21.8	7.3	-2.4	0.3	5.6	2.4	-0.3	-1.7
CS(=O)(=O)NCCCNc1c(Cl)cccc1[N+](=O)[O-]	-4.0	4.8	-29.6	-25.9	2.4	-3.9	-9.5	-19.8	-2.8	-9.0	-10.5
O=C(COC(=O)Cc1ccccc1F)Nc1cccc(S(=O)(=O)NC2=NCCCCC2)c1	-8.9	3.8	-16.1	9.6	7.9	4.9	-5.7	3.0	-3.5	1.4	3.5
COc1cccc(NC(=O)CCCn2nc(C)c3c(C)n(-c4ccccc4)nc3c2=O)c1	1.7	-15.9	-6.7	-1.4	6.6	-12.3	5.5	1.8	-2.4	22.1	-11.4
Cc1ccccc1C(=O)Nc1cccc(NC(=O)c2ccc(-c3ccc(Br)cc3)o2)c1	-4.0	7.2	13.7	9.8	11.2	-5.7	-4.9	-7.2	-10.7	-17.8	39.7
CCCCOc1ccc(/C=C/C(=O)Nc2ccc(C(N)=O)cc2)cc1	2.1	20.1	-1.8	-4.4	-1.5	5.0	-0.8	-1.6	6.9	-19.7	0.4
CC(C)NC(=O)c1cc(C2CCCCN2S(=O)(=O)c2cccs2)on1 (centres undefined)	.	-15.7	-32.0	-28.0	-27.9	0.0	-2.2	-9.3	.	-15.5	-0.5
S=C(NCc1cccnc1)Nc1ccc(Oc2ccc(Cl)cc2)cc1	17.6	16.6	32.6	13.3	11.4	1.4	9.1	21.3	-2.0	18.7	-0.9
CC(C)OP(=O)(OC(C)C)C(Nc1cccc(C(=O)O)c1)c1ccccc1 (centres undefined)	1.0	21.8	.	-13.7	6.9	-5.0	.	6.4	0.5	-19.8	-1.7
O=C1/C(=C/c2ccco2)SC(=S)N1CCC(=O)N1CCCCC1CCO (centres undefined)	-2.1	0.3	-21.4	-16.5	0.4	-10.3	-3.7	6.6	-1.1	23.1	46.5
CCCNC(=O)Cc1c(C)oc2ccccc12	-5.2	14.8	17.3	11.0	9.8	12.7	-8.7	19.4	4.6	20.7	-9.6
CCOC(=O)C1=C(C)NC2=C(C(=O)C(C(=O)OCC)C(c3ccc(OC)cc3)C2)C1c1ccccn1 (centres undefined)	-7.0	10.7	1.1	12.2	-16.3	-0.9	5.9	-9.3	6.7	-17.3	-12.4
OC(COc1ccc2c(c1)OCO2)CN1CCCCC1 (centres undefined)	-0.8	13.0	12.4	5.5	-7.6	-8.5	-1.5	-14.3	0.1	5.6	-1.4
O=C1[C@H]2[C@@H](c3ccc(C(F)(F)F)cc3)N[C@]3(CCCN(Cc4ccc(Cl)cc4)C3=O)[C@H]2C(=O)N1Cc1ccccc1	-16.1	15.4	7.2	30.4	-22.6	-15.1	0.3	20.5	-8.6	24.6	23.9
O=S(=O)(c1ccc(Cl)s1)N1CCCCC1	0.4	2.5	-27.2	1.7	-20.8	1.7	-2.5	-1.6	5.6	5.6	-5.7
CC1CCCCC1NC(=O)COC(=O)C12CC3CC(CC(Cl)(C3)C1)C2 (centres undefined)	-1.4	1.1	0.5	-3.4	-4.9	1.4	2.1	13.8	-12.7	-2.7	-2.2
CCN1CCN(C(c2cccs2)C(C)NC(=O)c2ccco2)CC1 (centres undefined)	0.9	4.7	0.0	2.9	-1.1	6.0	18.3	8.2	1.7	13.4	-7.7
CC1(NC(=O)Cc2csc(-c3cccc(Cl)c3)n2)CCS(=O)(=O)C1 (centres undefined)	3.9	-14.9	-5.5	-10.1	-12.0	-5.9	-13.3	-10.9	-5.3	-0.7	-5.8
O=C(c1cc(-c2cccc3ccccc23)nc2ccccc12)N1CCN(CCO)CC1	-0.1	3.6	7.7	19.0	-8.3	-8.4	-17.7	-10.0	-3.6	6.0	14.2
COc1cc(CNCCCN2CCOCC2)cc(Br)c1OCc1ccc(Cl)cc1	-51.6	13.8	13.3	18.6	7.2	10.4	-17.2	-24.5	1.7	-51.1	11.5
O=C(CCc1c[nH]c2ccccc12)N1CCN(c2ccc(O)cc2)CC1	-30.8	-3.1	-9.2	-8.2	-7.5	2.5	4.4	-23.5	3.0	-14.4	-2.7
O=C(CSc1ccccc1C(=O)O)NC12CC3CC(CC(C3)C1)C2	-6.2	12.3	12.8	0.0	2.2	13.5	2.4	-9.3	3.7	6.3	-12.6
COc1ccc(CC(=O)NC(C)C2COc3ccccc3O2)cc1OC (centres undefined)	-1.1	5.0	14.4	-7.3	4.8	-0.7	7.7	-1.3	-0.3	-4.5	1.6
CC1CCN(S(=O)(=O)c2ccc3c(c2)c(=O)c(C(=O)NCc2cccs2)cn3C)CC1	-16.2	8.3	2.2	0.2	-13.7	-10.3	5.7	-3.5	1.7	-15.6	7.2
CCOC(=O)Cn1c(N2CCOCC2)nc2c1c(=O)[nH]c(=O)n2C	2.2	11.2	-11.0	16.7	1.8	-1.1	-5.3	.	-4.5	7.7	-0.9
CCCOC(=O)CSC1=C(C#N)C(c2ccccc2Cl)CC(=O)N1 (centres undefined)	11.0	-5.6	-12.9	-9.4	-3.5	15.2	-0.3	0.7	7.0	-2.8	-19.2
CN1CCN(c2ccc([N+](=O)[O-])cc2C(=O)c2ccc(Br)cc2)CC1	-1.6	29.8	-8.1	12.2	-3.5	-5.3	18.2	13.0	0.3	4.7	-5.5
O=C1c2ccccc2C(=O)C1c1nccc2ccccc12	23.5	-83.9	-37.7	-120.4	-80.6	-4.0	-28.6	55.2*	2.1	96.6*	88.9*
CCOC(=O)C1CCN(C(=O)Cn2nc(C)n3cccc3c2=O)CC1	-0.2	-6.3	-9.6	2.5	5.7	-2.5	-18.2	-0.8	-5.8	-10.0	2.3
CC(C)C(CCNC(=O)CN1C(=O)c2ccccc2C1=O)c1ccco1 (centres undefined)	3.1	2.9	1.1	7.1	-14.1	1.4	-14.5	-5.4	-7.2	-10.3	-1.5
Cc1ccccc1NC1(C#N)C(=O)Nc2ccccc21 (centres undefined)	-4.1	5.9	-0.1	1.6	-9.0	-4.0	15.6	12.1	0.7	8.1	-0.3
CCc1cccc2sc(N3CCN(C(=O)c4ccc([N+](=O)[O-])o4)CC3)nc12	-44.2	4.5	.	41.4	-2.1	7.4	.	2.9	6.1	26.6	21.6
CC1CCCC(NC(=O)COC(=O)COc2ccc(Br)cc2)C1C (centres undefined)	-6.3	4.3	5.3	-6.8	-5.2	-0.5	-0.5	-20.2	-4.4	-7.6	-4.9
O=C(Nc1ccc([N+](=O)[O-])cc1)Nc1ccc2c(c1)OCCO2	-41.5	-78.7	-41.1	-39.6	-103.3	-2.6	-55.0	4.1	-8.2	18.5	30.7
COC(=O)c1c(NC(=O)CC2SC(N)=NC2=O)sc(C)c1C (centres undefined)	-6.8	10.6	-36.9	1.2	6.7	0.3	-9.7	7.7	-10.1	6.5	-8.5

Source: PubChem BioAssay (several laboratories)
